Phagocytosis inh: inhibitors of macrophage phagocytosis | J774A.1 macrophage IgG-bead phagocytosis, imaging | inhibition, % at 5 µM | 0.07% of 110,000 active;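 active = inhibition above the mean of the plate negative controls plus 5 SD, cut at about 13% in these data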;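 note: phagocytic index as fraction of beads internalized from green versus red external bead signal; plate controls were DMSO negative control for no effect and cytochalasin-D positive control for full effect; some results beyond the cut were filed as inactive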
GALR2 blocker: GALR2 (human) receptor antagonism; O43603; GALR2-expressing cells, antagonist mode; inhibition, % at 4 µM; 0.39% of 140,000 active; AID 828; in the data active = inhibition above about 27%;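 note: cells stimulated with galanin 1-16 at roughly its EC80; 0% = agonist challenge control and 100% = basal control without agonist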
Target sequence (O43603 whole entry, looked up): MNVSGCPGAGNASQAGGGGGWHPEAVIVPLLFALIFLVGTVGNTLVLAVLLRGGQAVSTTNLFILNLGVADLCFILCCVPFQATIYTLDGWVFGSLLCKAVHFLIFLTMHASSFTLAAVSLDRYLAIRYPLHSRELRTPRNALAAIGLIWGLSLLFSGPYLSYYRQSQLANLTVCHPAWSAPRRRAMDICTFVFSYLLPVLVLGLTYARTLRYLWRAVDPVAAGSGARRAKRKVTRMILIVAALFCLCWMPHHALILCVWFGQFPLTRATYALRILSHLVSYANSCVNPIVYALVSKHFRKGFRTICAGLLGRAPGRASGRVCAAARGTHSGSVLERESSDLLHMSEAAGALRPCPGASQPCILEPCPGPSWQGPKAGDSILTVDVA
NPY Y2 blocker: antagonists of human neuropeptide Y receptor Y2 | inhibition, % at 2.7 µM | NPY-Y2 expressing cells, antagonist mode | P49146 | AID 793 | 0.99% of 140,000 active; in the data active = inhibition above about 17%;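 note: 0% = vehicle with agonist challenge and 100% = reference antagonist with challenge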
Target sequence (P49146 whole entry, looked up): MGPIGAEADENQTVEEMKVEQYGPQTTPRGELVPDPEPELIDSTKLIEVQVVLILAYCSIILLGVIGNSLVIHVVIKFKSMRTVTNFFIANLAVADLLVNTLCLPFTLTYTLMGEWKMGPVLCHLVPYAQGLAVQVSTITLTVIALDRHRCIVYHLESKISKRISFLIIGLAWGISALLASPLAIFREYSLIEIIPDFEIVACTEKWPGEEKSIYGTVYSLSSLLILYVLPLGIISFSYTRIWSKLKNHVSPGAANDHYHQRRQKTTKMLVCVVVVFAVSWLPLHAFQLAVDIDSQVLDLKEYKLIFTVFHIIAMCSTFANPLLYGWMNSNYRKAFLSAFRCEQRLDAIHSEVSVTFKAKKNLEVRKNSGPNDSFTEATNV
Yeast life ext: extends the lifespan of yeast; S. cerevisiae growth with nicotinamide, OD615; deaD strain in restrictive glucose medium; inhibition of the nicotinamide effect, % at 10 µM; 0.68% of 130,000 active; AID 775;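 active = inhibition above a set limit, placed 3 SD over the median of all compounds, cut at about 26% in these data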;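 note: 0% = nicotinamide-treated wells and 100% = cells grown without nicotinamide; some compounds called inactive have numbers as strong as hits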
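Assay system: DeaD-strain S. cerevisiae. Medium: CSMM-D glucose medium, restrictive. Reagent: nicotinamide, 1.5 mM, co-present with compound. Compound: 10 µM single point, 0.25% DMSO. Schedule: culture preincubation 4 h, compound exposure 48 h, both 30 °C. Detection: absorbance at 615 nm.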
bCat KO growth: beta-catenin-lacking colon tumor cell growth suppression | HCT116 beta-catenin knockout viability, CellTiter-Glo, 60 h; hits give low values | viability, % at 10 µM | 1.5% of 140,000 active | AID 818;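 active = viability at or under a set limit, the compound median less 4 SD, cut at about 6% in these data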;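 note: 0% = Hyamine 1622 control at 20 µM and 100% = untreated cell control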
E-sel TNF inh: TNF alpha driven E-selectin expression inhibition; inhibition, % at 2 µM; HUVEC TNFa-induced E-selectin immunofluorescence, high content; AID 1246; 0.71% of 120,000 active;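 active = inhibition above the batch mean plus 3 SD, and confirmed as a hit on visual image review, cut at about 43% in these data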;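 note: 0% = TNF-stimulated DMSO wells and 100% = unstimulated control wells; not every result past the cut was called active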
HCT116 PTEN-null: PTEN-deleted cell growth suppression. AID 827. 1.2% of 140,000 active. HCT116 PTEN-null viability, CellTiter-Glo, 60 h; hits give low values. viability, % at 10 µM;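 active = viability at or below a set limit, 4 SD under the median of all tested compounds, cut at about 3.7% in these data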;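 note: PTEN knockout HCT116 line with beta catenin targeted HCT116 as companion control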
MRP-1 activ: activators of MRP-1 | H69AR cells + doxorubicin, viability rescue, CellTiter-Glo | viability increase, % at 10 µM | 0.61% of 140,000 active;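 active = viability gain under doxorubicin at or above a set limit, the compound median plus 3 SD, cut at about 4.7% in these data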;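 note: MRP-1 overexpressing cells given doxorubicin 25 µM after compound pretreatment; 18-22 h compound pretreatment then 72 h with doxorubicin before readout; 0% = doxorubicin-only wells and 100% = vehicle-treated cells without doxorubicin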
BB579 growth dn: yeast BB579 growth reduction in restrictive medium; S. cerevisiae BB579 growth, OD615, 48 h; inhibition, % at 10 µM; 0.51% of 140,000 active; AID 804;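 active = inhibition above a set limit, 3 SD over the mean compound inhibition, cut at about 44% in these data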; note: inactives centre near -24
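Assay system – yeast BB579 (DeaD) · Dosing – single compound dose of 10 µM, 0.25% DMSO final · Detection – OD615 turbidity measurement · Buffer or medium – CSMM-D restrictive synthetic medium containing dextrose (glucose) · Benchmarks – positive control amphotericin B 10 µg/mL · Incubation – 48 h exposure, 30 °C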
Measles CPE: protection of cells from measles virus; Measles virus-infected cells, CPE protection, absorbance; protection (pct of control), % at 4 µM; 1.5% of 140,000 active; in the data active = protection mostly above about 24%, no sharp cut-off; inactive = mostly below about 26%; note: some compounds called inactive have numbers as strong as hits
An asterisk follows results filed as active; . = not tested or not shown. Hits appear at their usual frequency. About 6.1% of those tested had a hit in this group.

smiles	Phagocytosis inh	GALR2 blocker	NPY Y2 blocker	Yeast life ext	bCat KO growth	E-sel TNF inh	HCT116 PTEN-null	MRP-1 activ	BB579 growth dn	Measles CPE
Cc1ccc(S(=O)(=O)N2CCCN(S(=O)(=O)c3ccc(C(F)(F)F)cc3)CC2)cc1	0	-6	-2	-4	10	-19	18	-2.2	-37	5
CCC(c1nnnn1CCOC)N1CCN(Cc2ccccc2)CC1 (configuration not stated)	-1	15	0	-5	99	19	109	-0.6	-45	13
COc1cccc(-c2nnc(SCC(=O)OC(C)C)n2N)c1	-1	8	2	-14	98	-13	104	-0.1	5	8
CCC1(C)C(Nc2c(C)cccc2C)=NC(=S)N1c1ccc(NC(C)=O)cc1 (configuration not stated)	-12	-4	2	0	92	.	100	1.6	-6	5
FC(F)(F)c1cccc(Cn2nnnc2-c2ccc(Cl)cc2)c1	0	-4	6	-8	65	-36	68	-3.2	-24	1
CCc1ccc2[nH]c(=O)c(CN(CCCN3CCOCC3)C(=O)Nc3ccccc3)cc2c1	0	8	0	-23	61	17	56	-4.7	-4	5
O=C1CC(c2ccccc2)SC(N(c2ccccc2)c2ccccc2)=N1 (configuration not stated)	-5	-18	1	-2	83	62*	83	-1.0	-4	7
CC(C)CCNC(=O)[C@@H](NC(=O)c1c(F)cccc1F)C(C)C	-1	5	4	0	101	0	99	-3.2	-43	18
CCOC(=O)C(=O)Nc1cccc(C(=O)OCC)c1	-4	1	5	-2	95	.	101	-0.2	-50	4
O=C(c1cccc(Cl)c1)N1CCN(Cc2ccccc2F)CC1	0	3	3	-9	87	-15	92	-0.5	6	1
O=C(CCN1C(=O)COc2ccccc21)NCc1ccco1	2	2	1	-13	103	1	96	-1.1	-20	11
COc1ccc(/C=C\C(=O)c2c(O)ccc3c(C)cc(=O)oc23)cc1OC	-1	9	3	-12	20	2	25	-2.2	-56	16

The list continues:
smiles	Phagocytosis inh	GALR2 blocker	NPY Y2 blocker	Yeast life ext	bCat KO growth	E-sel TNF inh	HCT116 PTEN-null	MRP-1 activ	BB579 growth dn	Measles CPE
O=C(CN1CCN(Cc2ccccc2)CC1)N=Nc1c(O)[nH]c2ccccc12	-12	-3	2	1	81	.	76	-3.1	-15	.
O=C(Nc1ccc2c(c1)OCO2)C1CCCN(c2nc3ccccc3s2)C1 (configuration not stated)	-1	5	6	-8	73	-1	81	-2.8	-12	2
CCCC(=O)NNC(=O)Nc1ccccc1	.	4	3	-7	92	-27	88	-1.7	-48	11
Cc1cc(C)n2nc(SCn3nnc4ccccc4c3=O)nc2n1	-2	-18	1	-5	121	.	103	-0.1	-17	3
Cc1cc(C(=O)CSc2ccc(Cl)cc2)cc(C)c1OC(=S)N(C)C	0	-18	4	-4	60	-6	77	0.6	-26	26
O=[N+]([O-])c1ccccc1CNc1ccc(F)c(Cl)c1	-12	2	-3	-4	75	7	78	-2.5	-13	7
COc1ccc2cc(C(=O)NCC(=O)O)sc(=O)c2c1OC	.	5	0	-2	93	-55	90	-0.5	-22	30
CN(N)c1nc(-c2ccccc2)nnc1C(F)(F)F	0	-10	2	-8	98	11	101	0.8	-12	7
O=S(=O)(c1ccccc1Cl)N1CCCC1c1nc(-c2ccc(Cl)cc2)no1 (configuration not stated)	0	-1	5	-8	82	-12	74	-1.4	-34	3
O=S(=O)(c1cccs1)N1CN(Cc2ccc(Cl)cc2)c2nc3ccccc3nc21	.	-9	-2	7	85	-4	82	1.7	-51	4
COc1ccc(C2C(C#N)=C(C)NC3=C2S(=O)(=O)c2ccccc23)cc1 (configuration not stated)	.	6	0	.	83	0	81	0.6	-4	3
COC(=O)c1cc(OC)c(OC)cc1NC(=S)Nc1cccc(C(C)=O)c1	-3	-4	0	40*	98	.	90	-1.3	-20	22

Reprinted at random: two compounds from above.
smiles	Phagocytosis inh	GALR2 blocker	NPY Y2 blocker	Yeast life ext	bCat KO growth	E-sel TNF inh	HCT116 PTEN-null	MRP-1 activ	BB579 growth dn	Measles CPE
Cc1cc(C(=O)CSc2ccc(Cl)cc2)cc(C)c1OC(=S)N(C)C	0	-18	4	-4	60	-6	77	0.6	-26	26
O=S(=O)(c1ccccc1Cl)N1CCCC1c1nc(-c2ccc(Cl)cc2)no1 (configuration not stated)	0	-1	5	-8	82	-12	74	-1.4	-34	3

(further entries)
canonical_smiles,Phagocytosis inh,GALR2 blocker,NPY Y2 blocker,Yeast life ext,bCat KO growth,E-sel TNF inh,HCT116 PTEN-null,MRP-1 activ,BB579 growth dn,Measles CPE
COC(=O)c1sc(NC(=O)COc2ccc(C)cc2)nc1C,-1,-8,8,-12,109,24,108,1.3,-64,27
CCOC(=O)c1oc2cccc(O)c2c1CN1CCOCC1,0,-2,-2,-14,91,13,88,0.4,-20,3
C[C@@H](C(=O)NCc1ccccn1)[C@H]1C[C@]1(C)[C@H](NC(=O)OCc1ccccc1)c1ccccc1,.,-1,3,9,68,-26,63,-1.2,-17,4
Cc1nnc(NC2(C(F)(F)F)C(=O)Nc3c2c(=O)n(C)c(=O)n3C)s1 (configuration not stated),-1,-2,-3,-5,100,-10,85,-0.8,-45,18
O=c1[nH]c(C(Cl)Cl)nc2sc3c(c12)CCN(Cc1ccccc1)C3,0,4,0,7,95,-12,100,-0.9,-34,8
Cn1c(=O)n(C/C=C/c2ccccc2)c(=O)c2c1nc1n2CCCN1c1ccc(F)cc1,0,2,1,-6,74,-25,64,5.3*,3,3
O=C(Cc1ccccc1Cl)NCCCn1ccnc1,-4,3,1,-2,93,.,99,-1.1,-22,8
CCOC(=O)N1CCN(C(=O)c2cnsn2)CC1,-2,-8,3,5,90,22,89,-0.8,-38,7

Additional results
canonical_smiles,Phagocytosis inh,GALR2 blocker,NPY Y2 blocker,Yeast life ext,bCat KO growth,E-sel TNF inh,HCT116 PTEN-null,MRP-1 activ,BB579 growth dn,Measles CPE
COc1ccc(CNc2ncnc(N)n2)cc1,0,4,-2,-15,82,23,80,-1.8,-17,5
CC(C)c1nc(SCC(=O)Nc2ccc3c(c2)OCCO3)c2c(=O)n(C)c(=O)n(C)c2n1,0,1,2,-7,76,.,81,-0.4,-23,13
CCOC(=O)c1c(-c2cccc3ccccc23)csc1NC(=O)C1C2CCC(O2)C1C(=O)O (configuration not stated),-1,1,6,-3,85,.,102,-2.8,-25,27
Cc1nn(C(C)C(=O)NCc2ccccc2Cl)c(=O)c2c1sc1ccccc12 (configuration not stated),.,-5,-1,-2,82,2,86,0.8,-31,8
N#Cc1nc(-c2ccc(OCc3ccccc3)cc2)oc1NCCCN1CCOCC1,2,-11,6,-36,49,-4,60,-6.2,11,6
CCOc1cc(-c2noc(CCC(=O)N3CCOCC3)n2)ccc1OC,-1,2,2,-7,98,.,84,0.8,7,3
COc1ccc(NC(=S)Nc2ccc(S(=O)(=O)N3CCOCC3)cc2)c(OC)c1,0,-8,0,-3,89,42,87,-3.9,-19,9
O=C(/C=C/c1ccco1)N1CCN(c2ccccc2)CC1,-1,1,4,-8,102,3,103,-0.7,3,4

Next compounds follow:
canonical_smiles,Phagocytosis inh,GALR2 blocker,NPY Y2 blocker,Yeast life ext,bCat KO growth,E-sel TNF inh,HCT116 PTEN-null,MRP-1 activ,BB579 growth dn,Measles CPE
COc1ccc(Cl)cc1C(=O)NCCc1ccc(S(=O)(=O)NC(=O)NC2CCCCC2)cc1,.,1,3,6,81,.,98,3.3,-61,52
Cc1ccc(S(=O)(=O)N2CCCC2C(=O)n2nc(C)cc2C)cc1 (configuration not stated),0,-2,0,-4,89,6,99,-1.4,-15,10
O=C(Nc1cnn(Cc2ccc(F)cc2)c1)C(c1ccccc1)c1ccccc1,-4,10,1,1,86,.,92,-1.2,-13,5
CN(C)c1ccc(C(=S)N2CCOCC2)cc1,-1,-5,-3,-7,108,-4,104,-0.6,5,.
COc1ccc(-n2c(Cc3cccn3C)nnc2SCC(=O)Nc2cccc(F)c2)cc1,0,10,4,-8,90,2,88,-2.8,25,14
N#Cc1cccc(NC(=O)NCCc2c[nH]c3ccccc23)c1,.,15,1,-3,100,9,94,-2.6,-9,22
CCC(C)(C)NC(=O)C(c1ccco1)N(C(=O)c1csnn1)c1cccc(F)c1 (configuration not stated),0,4,-1,8,93,0,93,-3.2,-34,6
Brc1ccc(-c2noc(COc3ccc4c(c3)CCC4)n2)o1,0,7,11,-8,97,26,103,1.9,-29,9

Whole records, quoted from the list:
`Brc1ccc(-c2noc(COc3ccc4c(c3)CCC4)n2)o1` is listed as Phagocytosis inh: 0; GALR2 blocker: 7; NPY Y2 blocker: 11; Yeast life ext: -8; bCat KO growth: 97; E-sel TNF inh: 26; HCT116 PTEN-null: 103; MRP-1 activ: 1.9; BB579 growth dn: -29; Measles CPE: 9
`COc1ccc(-n2c(Cc3cccn3C)nnc2SCC(=O)Nc2cccc(F)c2)cc1` is listed as Phagocytosis inh: 0; GALR2 blocker: 10; NPY Y2 blocker: 4; Yeast life ext: -8; bCat KO growth: 90; E-sel TNF inh: 2; HCT116 PTEN-null: 88; MRP-1 activ: -2.8; BB579 growth dn: 25; Measles CPE: 14
`CN(C)c1ccc(C(=S)N2CCOCC2)cc1` is listed as Phagocytosis inh: -1; GALR2 blocker: -5; NPY Y2 blocker: -3; Yeast life ext: -7; bCat KO growth: 108; E-sel TNF inh: -4; HCT116 PTEN-null: 104; MRP-1 activ: -0.6; BB579 growth dn: 5; Measles CPE: .

Other records follow:
canonical_smiles,Phagocytosis inh,GALR2 blocker,NPY Y2 blocker,Yeast life ext,bCat KO growth,E-sel TNF inh,HCT116 PTEN-null,MRP-1 activ,BB579 growth dn,Measles CPE
O=C(COC(=O)[C@H](Cc1ccccc1)NC(=O)c1cccs1)Nc1ccccc1C(F)(F)F,-6,11,4,-4,100,.,101,1.3,2,12
COP(=O)(OC)c1nc(-c2ccccc2)oc1N1CCOCC1,-11,-5,3,-2,91,13,97,-3.3,-25,13
CCc1nc(Cl)c(C#N)c2c1CCCC2,-4,-5,3,-1,97,.,90,-2.0,0,10
Cc1cc(C)c2c(CC(=O)Nc3nccs3)coc2c1,-3,-4,4,-8,96,6,91,-1.8,-40,3
Nc1cc(N)nc(SCCOc2ccccc2F)n1,.,-7,2,-10,95,-4,98,-1.7,-32,10
CN(C)S(=O)(=O)c1cccc(-c2nn(-c3ccccc3)cc2/C=C2\SC(=S)NC2=O)c1,-7,-14,-2,0,47,-22,39,-5.1,-12,18
Cc1cc(C)cc(NC(=O)Cc2ccc(-n3cccc3)cc2)c1,-4,18,2,2,98,.,99,-2.4,-40,10
OC(CN1C2=NCCN2c2ccccc21)c1ccc2c(c1)OCO2 (configuration not stated),0,-9,2,-1,40,9,52,-1.9,17,7
Cc1ccnc(NS(=O)(=O)c2ccc(NC(=O)c3ccc(S(=O)(=O)N4CC(C)OC(C)C4)cc3)cc2)n1 (configuration not stated),2,-7,0,5,101,6,98,0.3,-60,19
